High-throughput results as filed in PubChem.
EPAC2 agonist – qHTS for Agonist of cAMP-regulated guanine nucleotide exchange factor 4 (EPAC2): primary screen; EPAC2 activation, biochemical qHTS; response scale: 100% = 6.5 mM cAMP response; Potency, µM (series often up to 154 µM), for the others: top-dose activation, hits mostly activators; actives 0.079% (n = 360,000); further: potency means the concentration at half of the fitted maximal effect; nearly all actives have a fitted effect of over 50% in size
Target sequence (Q8WZA2 whole entry, looked up): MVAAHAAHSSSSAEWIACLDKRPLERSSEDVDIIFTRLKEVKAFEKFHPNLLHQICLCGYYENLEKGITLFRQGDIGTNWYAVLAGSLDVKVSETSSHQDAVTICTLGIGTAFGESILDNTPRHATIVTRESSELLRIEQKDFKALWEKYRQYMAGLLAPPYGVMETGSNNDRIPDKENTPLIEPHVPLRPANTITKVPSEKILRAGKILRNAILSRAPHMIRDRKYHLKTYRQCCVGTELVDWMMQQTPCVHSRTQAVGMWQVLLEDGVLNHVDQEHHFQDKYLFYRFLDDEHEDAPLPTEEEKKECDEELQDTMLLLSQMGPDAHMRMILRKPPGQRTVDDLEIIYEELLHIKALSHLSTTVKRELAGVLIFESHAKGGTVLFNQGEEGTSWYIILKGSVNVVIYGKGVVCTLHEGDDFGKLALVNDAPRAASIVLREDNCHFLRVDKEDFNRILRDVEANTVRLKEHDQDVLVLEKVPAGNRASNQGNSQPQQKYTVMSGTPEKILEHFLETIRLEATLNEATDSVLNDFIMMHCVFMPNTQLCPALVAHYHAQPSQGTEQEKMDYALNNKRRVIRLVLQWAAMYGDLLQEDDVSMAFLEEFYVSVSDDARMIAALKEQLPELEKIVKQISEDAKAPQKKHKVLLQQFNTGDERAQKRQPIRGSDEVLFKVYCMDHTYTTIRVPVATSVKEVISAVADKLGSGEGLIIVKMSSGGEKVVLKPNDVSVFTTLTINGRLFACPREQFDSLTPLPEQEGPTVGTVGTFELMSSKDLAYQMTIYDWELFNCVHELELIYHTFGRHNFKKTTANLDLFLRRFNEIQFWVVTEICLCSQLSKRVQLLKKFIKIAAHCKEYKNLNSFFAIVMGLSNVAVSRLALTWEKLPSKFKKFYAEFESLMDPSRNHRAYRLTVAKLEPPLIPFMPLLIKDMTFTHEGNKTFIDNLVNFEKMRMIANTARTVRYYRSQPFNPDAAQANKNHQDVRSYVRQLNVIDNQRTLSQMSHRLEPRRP
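Nucleotide exchange monitored as fluorescence drop when BODIPY-GDP leaves Rap1B. Reaction: 100 nM EPAC2, 250 nM RAP1B-BODIPY-GDP, 50 uM GDP, room temperature, kinetic read over 30 min. Activity expressed relative to 6.5 mM cAMP.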
EPAC2 antag – qHTS for Antagonist of cAMP-regulated guanine nucleotide exchange factor 2 (EPAC2): primary screen; Rap guanine nucleotide exchange factor 4 (Homo sapiens), Q8WZA2; EPAC2 GEF exchange of Rap1B-BODIPY-GDP, fluorescence; Potency, µM (doses to about 114 µM), inactives show top-dose activity, negative = inhibition, usual class: inhibitors; actives 0.18% (n = 360,000); AID 720708, 2013; further: potency means the concentration at half of the fitted maximal effect; on the % scale 0 is the no-effect control and ±100 the full control effect; nearly all actives have a fitted effect of over 45% in size; many of its hits are not listed in these tables
TGFb inhibitor – qHTS for Inhibitors of TGF-b; HepG2 CAGA-GFP TGF-b/SMAD3 reporter, GFP fluorescence, 18 h; TGF-beta stimulated, 500 pg/mL final; Potency, µM (highest dose often 46.1 µM), inactives show at the highest dose activity, negative = inhibition, hits mostly inhibitors; AID 588855, 2011; actives 1.2% (n = 410,000); further: potency means the concentration at half of the fitted maximal effect; on the % scale 0 is the no-effect control and ±100 the full control effect; nearly all actives have a fitted effect of over 65% in size
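GFP signal (ex488/em500-530) from TGF-beta-stimulated HEPG2 CAGA-GFP cells, 500 pg/mL final, 18 h at 37 degrees C in DMEM plus 1% FBS, normalized to unstimulated and DMSO-stimulated controls.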
Nrf2 activator – qHTS of Nrf2 Activators; AREc32 ARE-luciferase reporter (MCF7-derived line), luminescence, 24 h; Potency, µM (top dose mostly 46.1 µM), inactives show at the highest dose activation, actives largely listed as activators; actives 0.31% (n = 410,000); AID 624171, 2012; further: potency means the concentration at half of the fitted maximal effect; % of control where 0% means no effect; nearly all actives have a fitted effect of over 65% in size
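Nrf2 activation is followed as ARE-luciferase induction in the AREc32 line after one day of compound treatment; luminescence is read with Steady-Glo.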
A549 viability – Nrf2 qHTS screen for inhibitors: counterscreen for cytotoxicity; A549 ARE-Fluc cells, CellTiter-Fluor viability, 18-24 h; Potency, µM (highest dose often 46 µM), without a hit: at the top dose activity change, negative = cytotoxicity, actives largely listed as inhibitors; actives 0.16% (n = 390,000); AID 504648, 2011; further: potency means the concentration at half of the fitted maximal effect; on the % scale 0 is the no-effect control and ±100 the full control effect
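Cytotoxicity counterscreen: CellTiter-Fluor fluorescence was measured in A549 ARE_Fluc cells after 18-24 h of compound exposure in a concentration series. The subsequent BugLite luminescent read reports ARE-luciferase activity.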
CCT modulator – High-Throughput Screening for Modulators of Cytosolic Chaperonin Activity. purified chaperonin ATPase assay, HTRF ADP detection, 30 min. activity change, % (no concentration beside the values), hits read low. actives 0.3% (n = 360,000); in the data active means activity change below about -30%; further: on the % scale 0 is the no-effect control and ±100 the full control effect
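First, chaperonin was dispensed at 40 nM or 20 nM final depending on batch activity. Next, compounds were pinned at 76 uM and ATP added at 10 uM. After 30 min at 37 °C, ADP detection reagents ran 30 min at ambient temperature.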
Akt phos inh – HTS Assay for Inhibitors of Akt Phophorylation: Primary Screen; activity change, % for hits at 50 µM; actives 0.32% (n = 360,000); AID 651550, 2012; Neuro2A IGF-stimulated pAkt S473 HTRF, 20 min; stronger effect = lower value; in the data active means activity change below about -80%; inconclusive means mostly about -51% to -80%; further: on the % scale 0 is the no-effect control and ±100 the full control effect
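Neuro2A cells in DMEM with 0.5% FBS, overnight at 37 deg C, given compound at single 50 µM final, then IGF (6 nM final) for 20 min at 37 deg C. Lysed; phospho-Akt Ser473 by HTRF after 24 h, 665/615 ratio.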
MmCpn inh – Inhibitors of TCP-1 ring complex (TRiC) of Methanococcus maripaludis (MmCpn): qHTS; purified Mm-Cpn ATPase, ADP Transcreener TR-FRET; Potency, µM (doses to about 76.9 µM), for inactives: at the highest dose activity, negative = inhibition, hits mostly inhibitors; actives 0.031% (n = 330,000); AID 504842, 2011; further: potency means the concentration at half of the fitted maximal effect; on the % scale 0 is the no-effect control and ±100 the full control effect; nearly all actives have a fitted effect of over 80% in size
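Compound-treated chaperonin, 25 nM final, turns over 10 uM ATP at 37°C for 30 min following a 10 min preincubation; ADP generated competes with ADP-d2 for Eu-cryptate antibody, lowering FRET.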
Nrf2 inh – Nrf2 qHTS screen for inhibitors; A549 ARE-Fluc reporter, luciferase luminescence, 18-24 h; Potency, µM (top dose mostly 46 µM), without a hit: at the highest dose activity change, negative = inhibition, actives largely listed as inhibitors; actives 2.1% (n = 360,000); AID 504444, 2011; further: potency means the concentration at half of the fitted maximal effect; on the % scale 0 is the no-effect control and ±100 the full control effect; nearly all actives have a fitted effect of over 60% in size
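Reporter: ARE-Fluc in A549. Exposure: 18-24 h, 37 °C, 5% CO2, 5% FBS OPTI-MEM. Readouts: fluorescent cytotoxicity (CellTiter-Fluor), then luminescent Nrf2 signal after BugLite.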
Active calls of the source: *; i = inactive; ? = inconclusive; · = no result given; [ ] = dose if it differs, or a comment. Unless noted, the call rests on the fitted dose curve; in most records, active means well fitted curve in the direction sought with a large enough effect; inconclusive means small, poorly fitted or top-dose-only effect, or another doubt; inactive means no such curve, though single readings can be large; an effect the other way counts as inactive or inconclusive. An excerpt; count on the stated rates, not on these rows.

Every second line gives: Akt phos inh | MmCpn inh | A549 viability | CCT modulator | Nrf2 inh | Nrf2 activator | EPAC2 antag | TGFb inhibitor | EPAC2 agonist
O=C(NCCc1ccccc1)c1ccc(Cl)c(S(=O)(=O)N2CCOCC2)c1
 : i | 1% | 7% | -1.2 | ? | 0.1% | -13% | -2% | 9%
Cc1ccc(C(=O)OCC(=O)NC2CCCc3ccccc32)o1 (configuration not stated)
 : i | 0% | 0% | -2.4 | -17% | -0.7% | -7% | 6% | 10%
CC(=O)c1cccc(N(C(=O)CNC(=O)c2ccco2)C(C(=O)NC2CCCC2)c2ccco2)c1 (configuration not stated)
 : i | -1% | 0% | -0.5 | 3% | -0.3% | 10% | ? | 3%
COc1ccccc1NC(=O)Cn1c(=O)c(N(C)C)c(N)n(C)c1=O
 : i | 1% | 6% | 0.0 | -14% | -0.5% | 3% | 7% | 3%
Cc1ccnc(NC(=O)C(C)N2C(=O)c3ccccc3S2(=O)=O)c1 (configuration not stated)
 : i | 0% | 0% | -0.2 | 13% | -0.6% | 6% | 8% | -1%
CC(C)c1ccc(-c2noc(SCC(=O)N(C)c3ccc(F)cc3)n2)cc1
 : · | · | 28% | · | ? | -1.3% | · | ? | ·
Cc1ccc(-n2c(=O)c3c4c(sc3n3c(=S)[nH]nc23)CCC4)cc1
 : i | 0% | -1% | 0.2 | -32% | -0.8% | -23% | -7% | 1%
COc1ccc(NC(=O)CN(C)C(=O)c2ccc3c(c2)NC(=O)CS3)cc1
 : i | 1% | 0% | 0.5 | -6% | 0.5% | 2% | 9% | 1%
O=C(CSc1nnc(Cc2ccccc2)o1)c1ccc2c(c1)OCO2
 : i | ? | -1% | -1.8 | 12% | 3.7% | -9% | 3% | 5%
COc1ccc(N(C(=O)C(C)C)S(=O)(=O)c2cccs2)cc1
 : i | 0% | -14% | -2.3 | ? | 0.0% | 10% | -4% | -1%
Cc1nn(Cc2ccccc2)c(Cl)c1C(=O)OCC(=O)NC(=O)NC12CC3CC(CC(C3)C1)C2
 : i | -3% | -15% | -2.8 | ? | -0.1% | -4% | 5% | 2%
CN(c1ccc(C(=O)NCC2CCCO2)cc1)S(=O)(=O)c1ccc(Cl)cc1 (configuration not stated)
 : i | · | · | -1.5 | · | -1.9% | 15% | -7% | 9%
CCNc1c(NS(=O)(=O)c2ccc(OC)cc2)c(=O)oc2ccccc12
 : i | 0% | 0% | 1.4 | ? | -0.2% | 2% | -1% | 3%
COC(=O)C1=C(C)N(C)C(=O)NC1c1cccc2ccccc12 (configuration not stated)
 : i | 3% | -15% | 0.9 | -27% | -0.2% | -2% | 19% | 1%
O=C(COC(=O)CCSc1ccc(Cl)cc1)NCc1ccccc1
 : i | 0% | 5% | -2.5 | 1% | -0.2% | -15% | 3% | 15%
Cn1c(Nc2ccccc2)cc(=O)n(C)c1=O
 : i | -1% | 3% | 1.9 | -15% | 0.6% | -3% | 1% | 5%
O=C(/C=C/c1cccc(Br)c1)N1CCN(c2ccccn2)CC1
 : i | 1% | 4% | -3.3 | -11% | 2.3% | -1% | 1% | 9%
COc1ccc(NS(=O)(=O)c2cc(NC(=O)C(CC(C)C)NC(N)=O)ccc2N2CCOCC2)cc1 (configuration not stated)
 : i | · | 3% | 0.6 | 14% | -0.9% | 12% | 4% | 5%
CN(Cc1c(C(=O)N/N=C/c2cccc(F)c2)nnn1-c1nonc1N)c1ccccc1
 : · | 0% | 7% | -3.8 | -5% | 2.5% | -19% | -8% | 15%
O=C(CCn1c(=O)c2ccccc2n(Cc2ccc(F)cc2Cl)c1=O)NCc1ccc2c(c1)OCO2
 : · | · | 0% | · | 11% | -0.3% | · | -11% | ·
Cc1cc(C)c(S(=O)(=O)N2CCCCC2)c(C)c1-n1ncnn1
 : i | 3% | 7% | 2.5 | -5% | -0.1% | 2% | -17% | 0%
O=C(O)C1CC1c1ccc(Br)cc1 (configuration not stated)
 : i | 1% | 11% | -0.4 | -10% | 0.2% | -4% | 6% | 3%
COc1ccc(C2C(C(=O)c3ccco3)=C(O)C(=O)N2CCCn2ccnc2)c(OC)c1 (configuration not stated)
 : i | -11% | 4% | -7.7 | 3% | 8.2% | 4% | -17% | 14%
CCCN(C(=O)c1cc2c(s1)-c1ccccc1OC2)c1ccccc1F
 : · | · | 4% | · | -7% | 3.4% | · | ? | ·
COc1ccc(C(C)=O)cc1COC(=O)c1cc(=O)c2ccccc2o1
 : i | -2% | -3% | 2.8 | 19% | 0.0% | 3% | 4% | 3%
O=S(=O)(c1ccc2c(c1)OCCO2)N1CCN(c2cccc(Cl)c2)CC1
 : i | 0% | -2% | -2.3 | · | 3.0% | 11% | ? | 9%
COc1ccc(OCCOC(=O)CNC(=O)c2ccc(F)cc2)cc1
 : i | · | · | -1.5 | · | 5.2% | 1% | 11% | -14%
O=S1(=O)c2ccc(Br)cc2N2CCC[C@@H]2CN1C1CC1
 : i | · | 30% | 0.7 | -9% | 0.5% | -19% | -23% | 11%
CC(NS(=O)(=O)c1ccc(Br)cc1)C(c1cccs1)N1CCOCC1 (configuration not stated)
 : i | 2% | 2% | -0.4 | 7% | -0.2% | -12% | 0% | 9%
COc1cccc(/C=N/N2CCN(C)CC2)c1
 : i | 0% | 10% | -1.0 | 11% | 1.7% | -3% | -23% | -9%
O=C(COC(=O)CCc1ccccc1)Nc1ccc(F)cc1Cl
 : i | -2% | 1% | 0.0 | 25% | -0.1% | -10% | -25% | 15%
CC(C)(C)NC(=O)C1CN(S(=O)(=O)c2ccccc2)CCN1S(=O)(=O)c1ccccc1 (configuration not stated)
 : · | 0% | 0% | 0.3 | 0% | -0.6% | -6% | -45% | -1%[15.6 µM]
COc1ccc(Cl)cc1NC(=O)C1CCCN(S(=O)(=O)c2ccc3c(c2)CCCC(=O)N3)C1 (configuration not stated)
 : · | · | 2% | · | ? | -0.9% | · | 12% | ·
Cc1noc(/C=C/N(C)C)c1S(=O)(=O)N1CCCC(C(=O)Nc2ccc3c(c2)OCO3)C1 (configuration not stated)
 : i | -1% | -2% | 0.2 | 0% | 3.2% | 3% | 0% | 9%
CCc1nc2c(OCc3ccc(Cl)cc3)cccn2c1N(C)C(=O)c1ccncc1
 : i | · | · | -2.3 | · | 4.5% | -9% | -14% | 14%
CCN(CC)C(=O)c1ccc(S(=O)(=O)N2CCC(c3nc4ccccc4s3)CC2)cc1
 : i | 1% | -14% | -3.8 | ? | -0.8% | 1% | -16% | -4%
Cc1cc(NC(=O)C2CC(c3ccc(F)cc3)=NO2)no1 (configuration not stated)
 : i | 3% | 1% | -0.1 | -15% | 0.2% | -10% | 5% | -2%
O=S(=O)(Nc1cccc(Br)c1)c1cccc2nsnc12
 : i | 3% | 0% | -0.1 | -3% | -0.4% | -5% | -11% | 3%
CCN1CCN(CCCNC(=O)Cn2nc(C)n3nc(-c4ccccc4)cc3c2=O)CC1
 : i | 1% | 1% | -0.1 | -16% | -0.5% | -2% | 1% | -1%
O=C(Nc1ccc(Cl)cn1)c1ccc2nccnc2c1
 : i | -6% | -3% | 1.0 | 17% | 0.1% | -3% | 0% | 7%
COCCNC(=O)COc1ncnc2scc(-c3ccc(F)cc3)c12
 : i | 0% | -6% | -1.2 | 9% | 4.6% | 3% | 9% | 4%
COc1cccc(Nc2nc(C(N)Cc3ccc(Cl)cc3)cs2)n1 (configuration not stated)
 : i | · | · | -0.7 | · | -3.4% | 14% | ? | 9%
COc1ccc(/C=C/C(=O)Nc2ccc3nc4c(c(Nc5ccccc5OC)c3c2)CCCC4)cc1
 : · | · | ? | · | 10%[9.27 µM] | 0.1% | · | 7.1µM* | ·
CC(=O)Nc1ccc(-c2ccnc3c2CC(C)(C(=O)NCC2CCOCC2)O3)cc1 (configuration not stated)
 : · | · | · | 1.0 | · | -0.6% | -1% | 16% | 8%
CCOC(=O)C1=C(C)N(CCCCCC(=O)O)C(=O)NC1c1ccc([N+](=O)[O-])cc1 (configuration not stated)
 : i | -3% | -1% | -2.1 | 9% | 0.1% | 8% | -8% | 7%
COc1ccc(-n2c(Cc3ccccc3)nnc2SCc2ccc([N+](=O)[O-])cc2)cc1
 : i | 1% | 1% | -1.2 | ? | 2.1% | -13% | -29% | 12%
O=C(NCc1ccccc1Cl)C1CCC(CNS(=O)(=O)c2ccc(Br)s2)CC1 (configuration not stated)
 : · | · | 2% | · | 7% | -1.0% | · | ? | ·
O=C1C(c2ccncc2)N(CCC2=CCCCC2)C(=O)CN1C1CCCCC1 (configuration not stated)
 : i | -1% | 9% | 1.0 | · | 0.3% | 6% | -29% | 7%
Cc1ccc(OCc2cc(=O)n3c4c(sc3n2)CCCC4)c(C)c1
 : · | · | 4% | · | 0% | -0.4% | · | 2% | ·
CC1CCCN(C(=O)COC(=O)COc2ccc(C#N)cc2)C1 (configuration not stated)
 : i | 0% | -1% | -1.5 | -14% | -0.1% | 9% | 2% | 8%
CCC(=O)Nc1ccc(C(=O)OCc2ccccc2Cl)cc1
 : i | -1% | 2% | 0.5 | 2% | 3.9% | -4% | 8% | 7%

Of the compounds above, these have a COOH group:
Every second line gives: Akt phos inh | MmCpn inh | A549 viability | CCT modulator | Nrf2 inh | Nrf2 activator | EPAC2 antag | TGFb inhibitor | EPAC2 agonist
O=C(O)C1CC1c1ccc(Br)cc1 (configuration not stated)
 : i | 1% | 11% | -0.4 | -10% | 0.2% | -4% | 6% | 3%
CCOC(=O)C1=C(C)N(CCCCCC(=O)O)C(=O)NC1c1ccc([N+](=O)[O-])cc1 (configuration not stated)
 : i | -3% | -1% | -2.1 | 9% | 0.1% | 8% | -8% | 7%
